phage Ecoli inh: E. coli growth loss with phage present; growth absorbance; inhibition, % at 11.9 µM; 360,000 tested, 0.26% active; AID 651602; in the data active = inhibition above about 11%
PKA-R1A activ: PKA-R1A complex activation | P00514+P68181 | PKA-R1A dissociation, Cy5-IP20 fluorescence polarization; scaled: DMSO 0%, 113 µM cGMP 100% | activation, % at 11.4 µM | 340,000 tested, 0.083% active | AID 504707;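 active = percent activation above the mean of all tested compounds plus 3 SD, cut at about 19% in these data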;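 also: higher means more PKAc released from R1A so a rise in polarization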
PfHsp90 set2: growth inhibition of yeast expressing Plasmodium Hsp90; S. cerevisiae expressing PfHsp90, BacTiter-Glo ATP, 48 h; yeast lacking PDR1 and PDR3 efflux regulators; inhibition, % at 9.4 µM; 310,000 tested, 0.32% active; AID 504621;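 active = every replicate shows inhibition above about 80%, whatever the replicate mean, limit read from the data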;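 also: 0% = DMSO neutral controls and 100% = 20 µM radicicol positive controls; yeast relying on Plasmodium falciparum Hsp90 in place of its own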
HTR5A ag ctr: counter-screen for OPRM1-OPRD1 agonists: human HTR5A agonism. P47898. HTR5A agonist assay, luminescence, cell-based. activation, % at 9.3 µM. 340,000 tested, 0.61% active. AID 504692; in the data active = activation mostly above about 9.5%, no sharp cut-off; inactive = mostly below about 7.6%;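 also: 0% = cells with vehicle only and 100% = reference agonist; strong numbers were not always called active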
HTR5A inv ag: HTR5A inverse agonism, opioid heterodimer counter-screen | P47898 | HTR5A cell line, luminescence | inhibition, % at 9.3 µM | 340,000 tested, 0.083% active | AID 504634; in the data active = inhibition mostly above about 23%, no sharp cut-off; inactive = mostly below about 18%;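 also: 0% = cells with DMSO and 100% = no-cell wells with DMSO; some compounds called inactive have numbers as strong as hits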
Pemphigus Ab inh: blocks pemphigus antibody binding to human desmoglein-3. P32926. DSG3-coupled beads, scFv-anti-DSG3-GFP binding, flow cytometry; stronger effect = lower value. binding (percent of control), % at 10 µM. 310,000 tested, 0.48% active;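 active = binding more than 3 SD below its plate's average and above zero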;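 also: hits lower antibody fragment binding to DSG3; some compounds called inactive have numbers as strong as hits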
Mot1-301 SUMO: SUMOylation pathway inhibition by Mot1-301 growth rescue; S. cerevisiae Mot1-301 growth rescue, ATP luminescence, 38.5C; percent above DMSO median, 100 means doubled; growth rescue, % at 18.8 µM; 320,000 tested, 1% active; AID 2716;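 active = every valid replicate shows activation above 250% relative to neutral control wells; inactive = the rest, any valid replicate at or below 250%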;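 also: OY570 slx delta 5 strain wells were the positive control but not used for scaling; some compounds called inactive have numbers as strong as hits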
OPRM1-OPRD1 ag: agonists of human mu-delta opioid receptor heterodimerization; activation, % at 9.3 µM; 340,000 tested, 0.3% active; cells, OPRM1-OPRD1 heterodimerization, luminescence; in the data active = activation above about 18%;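 also: 0% = vehicle-treated cells and 100% = reference agonist; values of inactives mirror those of a sister screen read the other way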
Target sequence (P35372 whole entry, looked up): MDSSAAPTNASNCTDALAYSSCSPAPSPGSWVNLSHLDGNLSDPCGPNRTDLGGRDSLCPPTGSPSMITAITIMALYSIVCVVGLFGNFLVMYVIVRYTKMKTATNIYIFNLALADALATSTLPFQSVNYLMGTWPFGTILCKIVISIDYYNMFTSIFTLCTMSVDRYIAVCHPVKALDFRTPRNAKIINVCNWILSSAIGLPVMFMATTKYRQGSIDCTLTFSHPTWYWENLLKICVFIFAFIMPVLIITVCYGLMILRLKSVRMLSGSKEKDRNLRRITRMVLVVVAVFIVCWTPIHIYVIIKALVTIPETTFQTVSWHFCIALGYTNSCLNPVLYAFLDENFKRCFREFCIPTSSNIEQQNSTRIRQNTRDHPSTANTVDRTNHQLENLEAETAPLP
Target sequence (P41143 whole entry, looked up): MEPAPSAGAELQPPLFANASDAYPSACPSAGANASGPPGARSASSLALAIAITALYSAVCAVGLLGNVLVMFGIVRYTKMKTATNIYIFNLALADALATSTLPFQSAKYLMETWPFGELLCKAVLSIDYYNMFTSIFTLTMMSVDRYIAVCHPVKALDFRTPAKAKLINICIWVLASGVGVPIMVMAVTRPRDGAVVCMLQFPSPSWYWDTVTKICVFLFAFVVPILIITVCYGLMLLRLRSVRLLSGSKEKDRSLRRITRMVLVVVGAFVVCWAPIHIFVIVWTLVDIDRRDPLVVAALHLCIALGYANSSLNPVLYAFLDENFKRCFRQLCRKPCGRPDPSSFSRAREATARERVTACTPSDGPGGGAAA
MOR-DOR inv ag: inverse agonist of human OPRM1-OPRD1 heterodimerization; P35372+P41143; cell-based MOR-DOR heterodimer luminescence, inverse agonism; inhibition, % at 9.3 µM; 340,000 tested, 0.21% active; in the data active = inhibition above about 22%, passing the limit was not always enough;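 also: 0% = cells with DMSO and 100% = wells without cells with DMSO; values of inactives mirror those of a sister screen read the other way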
AddAB inh: less growth of phage-infected E. coli with AddAB | E. coli expressing H. pylori AddAB, absorbance growth | inhibition, % at 11.9 µM | 330,000 tested, 0.29% active | AID 435030; in the data active = inhibition above about 12%;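 also: 0% = vehicle wells of infected cells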
E coli growth: reduces bacterial viability in AddAB counter-screen | E. coli V3065 growth, OD600 absorbance, 18 h | inhibition, % at 11.9 µM | 330,000 tested, 0.27% active;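 active = inhibition above the campaign's mean inhibition across all tested compounds plus 3 SD, cut at about 9.9% in these data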;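 also: uninfected addAB+ strain grown without phage in ampicillin broth; 0% = DMSO wells and 100% = ciprofloxacin 0.95 µg/ml wells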
The depositor's hits bear a star. Random draw from the library; about 3.2% have a hit in one of these screens.

For Cc1cc2nc(-c3ccc(SCc4ccc(C(=O)O)cc4)nc3)[nH]c2cc1C the results were phage Ecoli inh 2.2, PKA-R1A activ -4, PfHsp90 set2 -22, HTR5A ag ctr 1, HTR5A inv ag -1, Pemphigus Ab inh 98, Mot1-301 SUMO -6, OPRM1-OPRD1 ag 0.3, MOR-DOR inv ag -2, AddAB inh 1.9 and E coli growth -1.8.
For Cc1ccc(COc2ccc(/C=N/NC(=O)c3ccc(CN4CCOCC4)cc3)cc2)cc1 the results were phage Ecoli inh 1.6, PKA-R1A activ 10, PfHsp90 set2 -20, HTR5A ag ctr 6, HTR5A inv ag 7, Pemphigus Ab inh 81, Mot1-301 SUMO 10, OPRM1-OPRD1 ag 5.6, MOR-DOR inv ag -28, AddAB inh -0.6 and E coli growth 1.5.
For CN=C1S/C(=C\c2ccc(N3CCCC3)c(F)c2)C(=O)N1C the results were phage Ecoli inh 3.1, PKA-R1A activ 0, PfHsp90 set2 -9, HTR5A ag ctr 0, HTR5A inv ag 1, Pemphigus Ab inh 96, Mot1-301 SUMO 17, OPRM1-OPRD1 ag 0.3, MOR-DOR inv ag -1, AddAB inh 0.1 and E coli growth 0.6.
For c1ccc(C2CC(c3cccs3)n3nnnc3N2)cc1 (centres undefined) the results were phage Ecoli inh 1.2, PKA-R1A activ 5, HTR5A ag ctr -3, HTR5A inv ag 0, Pemphigus Ab inh 92, Mot1-301 SUMO -7, OPRM1-OPRD1 ag -2.8, MOR-DOR inv ag 15, AddAB inh -0.2 and E coli growth 2.3.
`COc1ccccc1OCC(=O)Nc1ccc(NC(=O)COc2ccccc2OC)cc1` gave phage Ecoli inh 1.0, PKA-R1A activ -4, PfHsp90 set2 -4, HTR5A ag ctr 24*, HTR5A inv ag -58, Pemphigus Ab inh 99, Mot1-301 SUMO 33, OPRM1-OPRD1 ag -0.8, MOR-DOR inv ag 4, AddAB inh 0.6 and E coli growth 1.4.
For CCOC(=O)c1ccccc1NC(=O)CSc1nnc(COc2ccccc2)n1CC the results were phage Ecoli inh -0.8, PKA-R1A activ -5, PfHsp90 set2 32, HTR5A ag ctr -4, HTR5A inv ag 11, Pemphigus Ab inh 100, Mot1-301 SUMO -9, OPRM1-OPRD1 ag -1.0, MOR-DOR inv ag 4, AddAB inh 0.5 and E coli growth 1.5.
For CCN1CCN(S(=O)(=O)c2cc3c(cc2Cl)NC(=O)CO3)CC1 the results were phage Ecoli inh 4.2, PKA-R1A activ 5, PfHsp90 set2 14, HTR5A ag ctr 13, HTR5A inv ag -40, Pemphigus Ab inh 108, Mot1-301 SUMO 5, OPRM1-OPRD1 ag -1.2, MOR-DOR inv ag 7, AddAB inh -0.8 and E coli growth -0.3.
COCCNS(=O)(=O)c1ccc2c(c1)n(C)c(=O)n2C was read as phage Ecoli inh 2.6, PKA-R1A activ 5, PfHsp90 set2 7, HTR5A ag ctr 4, HTR5A inv ag -6, Pemphigus Ab inh 97, Mot1-301 SUMO 12, OPRM1-OPRD1 ag -1.6, MOR-DOR inv ag 9, AddAB inh 0.2 and E coli growth -3.0.
`COc1ccc(C(=O)c2ccccc2)c2c(O)ccc(C(=O)c3ccccc3)c12` gave phage Ecoli inh 3.3, PKA-R1A activ 0, PfHsp90 set2 5, HTR5A ag ctr -1, HTR5A inv ag -4, Pemphigus Ab inh 93, Mot1-301 SUMO -8, OPRM1-OPRD1 ag 7.2, MOR-DOR inv ag -43, AddAB inh 3.5 and E coli growth 1.5.
O=C(/C=C/c1ccc(F)cc1)NC(=S)NNC(=O)c1cnccn1 was read as phage Ecoli inh 3.8, PKA-R1A activ -2, PfHsp90 set2 108*, HTR5A ag ctr 0, HTR5A inv ag -1, Pemphigus Ab inh 117, Mot1-301 SUMO 3, OPRM1-OPRD1 ag -0.9, MOR-DOR inv ag 4, AddAB inh 3.5 and E coli growth 0.3.
CCOC(=O)c1c(S(=O)(=O)NCC(=O)Nc2ccc(F)cc2)c(C)n(C)c1C was read as phage Ecoli inh 3.8, PKA-R1A activ -11, PfHsp90 set2 -8, HTR5A ag ctr -2, HTR5A inv ag 7, Mot1-301 SUMO 8, OPRM1-OPRD1 ag -2.1, MOR-DOR inv ag 11, AddAB inh 1.3 and E coli growth 1.4.
Screening O=C1/C(=C/c2ccccn2)COc2ccccc21 returned phage Ecoli inh 3.0, PKA-R1A activ 6, PfHsp90 set2 20, HTR5A ag ctr -4, HTR5A inv ag 10, Pemphigus Ab inh 99, Mot1-301 SUMO 34, OPRM1-OPRD1 ag 0.8, MOR-DOR inv ag -4, AddAB inh 1.5 and E coli growth 1.4.
`O=Nc1c2cc(-c3ccccc3)[nH]nc-2c2ccccc12` gave phage Ecoli inh 3.4, PKA-R1A activ -4, HTR5A ag ctr 5, HTR5A inv ag -13, Pemphigus Ab inh 86, OPRM1-OPRD1 ag 0.8 and MOR-DOR inv ag -6.
CN(/N=C/c1cccnc1)c1cnn(-c2ccc(F)c(Cl)c2)c(=O)c1Cl was read as phage Ecoli inh 3.2, PKA-R1A activ 5, PfHsp90 set2 -15, HTR5A ag ctr 2, HTR5A inv ag -6, Pemphigus Ab inh 97, Mot1-301 SUMO -19, OPRM1-OPRD1 ag 1.4, MOR-DOR inv ag -6, AddAB inh 3.7 and E coli growth 1.5.
For O=C(CC1SC(=Nc2ccc(OC(F)F)cc2)N(CCN2CCOCC2)C1=O)Nc1ccccc1 (centres undefined) the results were phage Ecoli inh 0.7, PKA-R1A activ 0, PfHsp90 set2 -7, HTR5A ag ctr -1, HTR5A inv ag -17, Pemphigus Ab inh 88, Mot1-301 SUMO 10, OPRM1-OPRD1 ag 1.6, MOR-DOR inv ag -8, AddAB inh 1.4 and E coli growth -0.9.
`COC(=O)c1ccc(/C=N/Nc2nc3ccccc3[nH]2)cc1` gave phage Ecoli inh 1.7, PKA-R1A activ 6, PfHsp90 set2 -9, HTR5A ag ctr 2, HTR5A inv ag 1, Pemphigus Ab inh 112, Mot1-301 SUMO 96, OPRM1-OPRD1 ag -1.7, MOR-DOR inv ag 9, AddAB inh -4.1 and E coli growth -3.9.
For CSc1ccc(CN2CCC(n3nccc3NC(=O)C3CCOC3)CC2)cc1 (centres undefined) the results were phage Ecoli inh 2.6, PKA-R1A activ 10, PfHsp90 set2 -22, HTR5A ag ctr -4, HTR5A inv ag 11, Pemphigus Ab inh 112, Mot1-301 SUMO 10, OPRM1-OPRD1 ag -1.9, MOR-DOR inv ag 8, AddAB inh 5.0 and E coli growth 3.7.
Screening CC(C)(C)C1CCC2(CC1)SCC(=O)N2c1ccccc1 (centres undefined) returned phage Ecoli inh 2.0, PKA-R1A activ -8, PfHsp90 set2 -48, HTR5A ag ctr 7, HTR5A inv ag -17, Pemphigus Ab inh 104, Mot1-301 SUMO 51, OPRM1-OPRD1 ag 1.8, MOR-DOR inv ag -11, AddAB inh 1.9 and E coli growth -1.6.
Screening COc1ccc(C(=O)Nc2ccccc2C(=O)Nc2ccc(C(=O)O)cc2)cc1 returned phage Ecoli inh -1.6, PKA-R1A activ -2, PfHsp90 set2 11, HTR5A ag ctr 2, HTR5A inv ag -32, Pemphigus Ab inh 95, Mot1-301 SUMO 128, OPRM1-OPRD1 ag 2.8, MOR-DOR inv ag -14, AddAB inh -1.1 and E coli growth -2.6.
Cc1ccc(S(=O)(=O)N2CCOCC2)cc1NC(=O)COC(=O)COc1ccccc1[N+](=O)[O-] was read as phage Ecoli inh 3.5, PKA-R1A activ 18, PfHsp90 set2 -7, HTR5A ag ctr -1, HTR5A inv ag 6, Mot1-301 SUMO 2, OPRM1-OPRD1 ag -3.7, MOR-DOR inv ag 18, AddAB inh 0.2 and E coli growth -1.1.
Screening CC12CCC(C(=O)Nc3nc4ccc(Br)cc4s3)(OC1=O)C2(C)C (centres undefined) returned phage Ecoli inh 5.2, PKA-R1A activ -8, PfHsp90 set2 -2, HTR5A ag ctr -2, HTR5A inv ag 4, Pemphigus Ab inh 88, Mot1-301 SUMO 30, OPRM1-OPRD1 ag -0.1, MOR-DOR inv ag 1, AddAB inh 0.7 and E coli growth 0.0.
`Cc1nn(-c2ccccc2)nc1CNC(=O)c1ncoc1-c1ccccc1` gave phage Ecoli inh 0.8, PKA-R1A activ 1, PfHsp90 set2 -3, HTR5A ag ctr 0, HTR5A inv ag 1, Mot1-301 SUMO 134, OPRM1-OPRD1 ag 3.2, MOR-DOR inv ag -16, AddAB inh 0.2 and E coli growth -2.7.
c1nc(NCC2(N3CCOCC3)CCCCC2)c2ccsc2n1 was read as phage Ecoli inh -0.8, PKA-R1A activ 5, PfHsp90 set2 13, HTR5A ag ctr -1, HTR5A inv ag -12, Pemphigus Ab inh 110, Mot1-301 SUMO -6, OPRM1-OPRD1 ag -2.7, MOR-DOR inv ag 15, AddAB inh 0.0 and E coli growth -1.4.
For COc1ccc(OC)c(N=c2ssnc2Cl)c1 the results were phage Ecoli inh 4.3, PKA-R1A activ 3, HTR5A ag ctr 1, HTR5A inv ag -11, Pemphigus Ab inh 101, Mot1-301 SUMO -52, OPRM1-OPRD1 ag -1.3, MOR-DOR inv ag 7, AddAB inh -0.2 and E coli growth -1.6.
Screening O=C(COc1ccccc1)Nc1cc(NC(=O)COc2ccccc2)cc(C(=O)O)c1 returned phage Ecoli inh 1.2, PKA-R1A activ 10, PfHsp90 set2 -13, HTR5A ag ctr 0, HTR5A inv ag 1, Pemphigus Ab inh 117, Mot1-301 SUMO -2, OPRM1-OPRD1 ag -1.7, MOR-DOR inv ag 8, AddAB inh 1.3 and E coli growth -3.4.
Screening CCNC(=O)NS(=O)(=O)c1cnccc1Nc1cccc(Cl)c1 returned phage Ecoli inh 1.7, PKA-R1A activ 8, PfHsp90 set2 -33, HTR5A ag ctr -1, HTR5A inv ag 7, Pemphigus Ab inh 102, Mot1-301 SUMO 164, OPRM1-OPRD1 ag -0.3, MOR-DOR inv ag 2, AddAB inh 1.3 and E coli growth 1.1.
Screening O=C(COC(=O)c1ccccc1Br)NC1CCCCCCC1 returned phage Ecoli inh 0.8, PKA-R1A activ -3, PfHsp90 set2 -24, HTR5A ag ctr -1, HTR5A inv ag 4, Pemphigus Ab inh 97, Mot1-301 SUMO -16, OPRM1-OPRD1 ag 6.5, MOR-DOR inv ag -28, AddAB inh -0.2 and E coli growth -0.5.
`CS(=O)(=O)N1N=C(c2ccccc2)CC1c1cccs1` (centres undefined) gave phage Ecoli inh 2.7, PKA-R1A activ -2, PfHsp90 set2 -24, HTR5A ag ctr -8, HTR5A inv ag -7, Pemphigus Ab inh 104, Mot1-301 SUMO 0, OPRM1-OPRD1 ag -4.1, MOR-DOR inv ag 23, AddAB inh 0.5 and E coli growth 1.2.
